High-throughput results: PubChem BioAssay, several laboratories
RSV antiviral HEp-2: RSV antiviral activity via CPE protection, HEp-2 cells, primary 10 µM value included (AID 2391). HEp-2 cells, RSV-induced CPE inhibition; higher % means a stronger effect. one-dose CPE inhibition, % at 10 µM; IC50 in µM for titrated hits. hit rate 0.13% among 310,000; in the data active = a potency from the dose series; inconclusive = CPE inhibition mostly from about 23% at the one dose, without a potency; inactive = the rest, 99 in 100 with CPE inhibition below about 21%; note: strong numbers were not always called active
LYP inhibition: inhibitors of LYP phosphatase, biochemical, fluorescence intensity, uHTS (AID 1779) | hit rate 0.054% among 290,000 | recombinant LYP phosphatase, fluorescence intensity; higher % means a stronger effect | one-dose inhibition, % at 11.5 µM; IC50 in µM for titrated hits; in the data active = inhibition above about 50%;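 note: plate controls were vehicle with enzyme for no effect and no enzyme for full effect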
NS5 inhibitors: flavivirus cap methylation enzyme inhibition – biochemical, confirmation dose response, primary screen (AID 588689). Dengue-2 NS5 methyltransferase capping enzyme assay, biochemical; higher % means a stronger effect. one-dose inhibition, % at 25 µM; IC50 in µM for titrated hits. hit rate 0.3% among 340,000; in the data active = a potency from the dose series; inconclusive = inhibition above about 29% without an active follow-up result
XIAP antagonists: XIAP antagonists, biochemical, IAP family, fluorescence polarization (AID 1018). XIAP BIR domain, fluorescence polarization peptide displacement; higher % means a stronger effect. hit rate 0.007% among 200,000. one-dose displacement, % at 20 µM; IC50 in µM for titrated hits; in the data active = displacement above about 50%; note: a part of the inactive calls stands beside numbers as strong as those of hits
HIV peptide binding: cell-free HIV fusion peptide-binding blockers – biochemical, uHTS, fluorescence dequenching, primary screen (AID 1986); cell-free peptide binding, fluorescence dequenching, 30 min; higher % means a stronger effect; one-dose inhibition, % at 20 µM; IC50 in µM for titrated hits; hit rate 0.3% among 290,000; in the data active = inhibition mostly above about 52%, no sharp cut-off; inactive = mostly below about 76%; note: some results filed as inactive read as strong as hits
AID2073: inhibitors of Mint1-CaV2.2 protein interaction, biochemical, HTRF (AID 2073) | inhibition, % at 20 µM; hits with a dose series show IC50 in µM | HTRF protein-protein interaction, Mint1-CaV2.2; higher % means a stronger effect | hit rate 0.19% among 290,000; in the data active = inhibition mostly above about 51%, no sharp cut-off; inconclusive = no clear call, values can overlap the other calls; inactive = mostly below about 53%; note: some results filed as inactive read as strong as hits
SIAH1 antagonists: blockers of Siah-1 interaction with plectin peptide – biochemical, fluorescence polarization, rhodamine-plectin, uHTS, primary screen (AID 1817); Siah-1 / rhodamine-plectin peptide fluorescence polarization; higher % means a stronger effect; displacement, % at 20 µM, or IC50 in µM where a hit was titrated; hit rate 0.02% among 290,000;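 active = displacement of at least 50% at 20 µM, with a fluorescence ratio check between 0.3 and a set limit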;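 note: plate controls were Siah plus tracer with DMSO for no effect and tracer alone without Siah for full effect; strong numbers were not always called active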
Rac1 GTP hydrolysis: MgcRacGAP GTPase-activating activity inhibitors, confirmation, biochemical, ADP Hunter fluorescence; AID 624330; hit rate 0.6% among 340,000; one-dose inhibition, % at 30 µM; IC50 in µM for titrated hits; MgcRacGAP-stimulated Rac1 GTP hydrolysis, ADP Hunter fluorescence; higher % means a stronger effect; GST-tagged Rac1 F28L mutant substrate;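 active = first-screen hits whose inhibition reached a set limit at any dose in the follow-up dose series; inconclusive = inhibition above the set first-screen limit but never retested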;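 note: fluorescence reports GDP produced by GAP-driven GTP hydrolysis; strong numbers were not always called active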
Large T inhibition: TAg ATPase/helicase activity blockers – biochemical (AID 1903); SV40 large T antigen ATPase/helicase inhibition assay; higher % means a stronger effect; one-dose inhibition, % at 20 µM; IC50 in µM for titrated hits; hit rate 0.39% among 310,000; in the data active = a potency from the dose series; inconclusive = inhibition mostly from about 32% at the one dose, without a potency; inactive = the rest, 99 in 100 with inhibition below about 32%; note: strong numbers were not always called active
NS5 inhibitors pilot replicate: further read-out of NS5 inhibitors, marked with its call; inhibition, %; measured here: pilot screen replicate inhibition
Numbers without * were called inactive; ? = inconclusive; / = not tested or not shown; & = joins results of further samples.

SMILES	RSV antiviral HEp-2	LYP inhibition	NS5 inhibitors	XIAP antagonists	HIV peptide binding	AID2073	SIAH1 antagonists	Rac1 GTP hydrolysis	Large T inhibition	others
CCCCn1c(SCC(=O)Nc2cc(C)on2)nnc1-c1ccncc1	0.7%	-3%	4%	/	-0.1%	3%	1%	6%	5%
CN1CCC(=O)N([C@H](CSc2ccccc2)c2ccccc2)CC1	-1.3%	-13%	1%	/	0.3%	35%	11%	9%	8%
CCc1ccc2nc(N(CCN(C)C)C(=O)c3ccc4ncsc4c3)sc2c1	1.6%	-7%	-19%	/	-0.5%	-5%	-1%	28%	14%
O=C(Nc1ccccc1)Nc1nnc(/C=C/c2ccccc2Cl)s1	2.1%	16%	-2%	-0.8%	3.4%	13%	2%	1%	18%
COc1ccc(C2NC(=S)NC(C)=C2C(=O)c2ccccc2)cc1OC (configuration not stated)	1.7%	0%	-6%	-5.8%	-2.5%	-3%	2%	7%	14%
CC1CCCN(c2ccc(C(=O)NCCc3ccccc3)cn2)C1 (configuration not stated)	22%	0%	-3%	-6.2%	0.2%	-2%	4%	-3%	6%
O=C(c1ccoc1)N1CCCC(N2CCN(c3ccc(F)cc3)CC2)C1 (configuration not stated)	1.2%	-6%	-1%	/	2.1%	6%	-2%	-5%	24%
CC1CCCC(C)N1C(=O)CSc1nc2ccccc2c(=O)[nH]1 (configuration not stated)	-0.6%	-2%	-5%	-20%	-1.6%	-16%	0%	0%	5%
CC(=O)N(c1ccccc1)c1nc(C)cc(C)c1C#N	1.1%	-7%	-4%	-5.7%	1.2%	10%	0%	5%	-29%
C(=N\N=C\c1ccncc1)/c1ccncc1	0.4%	/	0%	/	/	/	/	-1%	12%
Fc1ccc(-c2nnc(CN3CCC(c4nc5ccccc5s4)CC3)o2)cc1	/	1%	-4%	-4.8%	0.3%	-8%	5%	6%	5%
O=C(Nc1sc2c(c1C(=O)O)CCCC2)c1cccs1	3.8%	-2%	4%	-4.1%	1.3%	-6%	2%	10%	0%	NS5 inhibitors pilot replicate=4.3
CCNC(=S)N(Cc1ccc2c(c1)OCO2)C1CC(=O)N(c2ccc(OC)cc2)C1=O (configuration not stated)	0.8%	3%	0%	-15%	-1.4%	-13%	4%	2%	2%
C=CCc1ccc(OCC(O)CN2CCN(c3ccccc3OC)CC2)c(OC)c1 (configuration not stated)	-0.6%	-3%	0%	/	-0.5%	-3%	-4%	9%	17%
NC(=O)CC(NC(=O)c1ccc(Br)cc1)c1ccc(NC2CCCCC2)c([N+](=O)[O-])c1 (configuration not stated)	1.2%	-3%	-2%	/	4.6%	2%	10%	8%	14%
CC1(C)CC(=O)C(C(c2ccncc2)C2C(=O)CC(C)(C)CC2=O)C(=O)C1	0.4%	-5%	5%	-4.7%	16%	0%	2%	1%	/
Cc1cccc(C)c1NC(=O)C1C2C=CC(C2)C1C(=O)NCc1ccccn1 (configuration not stated)	1.6%	-6%	-1%	-7.9%	-0.6%	1%	-5%	2%	20%
CCOC(=O)Nc1sc2c(c1C(=O)OCC)CCC2	-0.8%	-8%	-3%	-6.3%	0.5%	16%	0%	8%	6%	NS5 inhibitors pilot replicate=0.0
Cc1cccc(NC(=S)N/N=C/c2cccc(O)c2)c1C	-2.5%	2%	-6%	/	-1.8%	10%	-1%	12%	10%
CCN1CCN(Cc2ccc(C(=O)Nc3ccc(C)c(NCc4cnc(NC(=O)OC)cn4)c3)cc2C(F)(F)F)CC1	1.0%	-14%	0%&-7%	/	2.1%	-5%	8%	13%&9%	4%
O=C(OCC(=O)N1CCCC1=O)c1cc(Cl)ccc1O	-1.7%	/	4%	/	/	/	/	7%	35%
CC(=O)c1cccc(OCc2cc(C(=O)N3CC4C[C@@H]5CC3C[C@H](C4)C5)no2)c1	3.3%	-6%	-5%	/	-0.5%	15%	-4%	6%	9%
Cc1cc(=O)oc2c3c(cc(OCC(=O)Nc4cccnc4)c12)OC(C)(C)CC3	2.3%	-18%	-2%	/	0.5%	28%	-1%	2%	/
Cc1ccc(C(=O)OCC(=O)N2CCc3ccccc32)cc1	3.0%	-6%	3%	-2.3%	6.1%	-9%	-4%	7%	3%
COc1ccc(OC)c(C2NC(=O)N(C)C(C)=C2C(=O)OCc2ccccc2)c1 (configuration not stated)	1.5%	-12%	-4%	/	-0.4%	2%	-3%	8%	-1%
Further records.
SMILES	RSV antiviral HEp-2	LYP inhibition	NS5 inhibitors	XIAP antagonists	HIV peptide binding	AID2073	SIAH1 antagonists	Rac1 GTP hydrolysis	Large T inhibition	others
CCc1c(C)sc(NC(=S)N2CCN(CC)CC2)c1C(=O)OC	-0.5%	-5%	2%	-3.4%	1.6%	-7%	3%	14%	25%
CC1=C(C(=O)OCC(C)C)C23C(=O)c4ccccc4C2(O1)OC(N)=C3C#N (configuration not stated)	2.1%	0%	-1%	3.5%	0.8%	-4%	5%	10%	7%
CCCCS(=O)(=O)N1CCCC(C(=O)Nc2ccc3c(c2)CCC3)C1 (configuration not stated)	1.5%	-6%	-10%	/	8.9%	-7%	2%	4%	2%
Cc1ccc(NC(=O)Cn2nc(-c3ccco3)ccc2=O)cc1Cl	1.7%	-4%	-5%	/	9.1%	11%	-3%	3%	13%
CC(C(=O)NC(=O)NC1CCCCC1)N1CCN(c2ccccn2)CC1 (configuration not stated)	1.1%	-6%	-5%	-6.9%	1.4%	2%	-2%	4%	-2%
Cc1c(N=c2scc(-c3ccccc3)n2C)c(=O)n(-c2ccccc2)n1C	0.7%	-3%	-8%	-4.2%	-0.4%	-2%	0%	17%	21%
Cc1nc(C)c(CC(=O)N/N=C/c2ccc(O)cc2)c(=O)[nH]1	0.9%	-8%	-10%	-3.1%	-1.7%	3%	0%	70µM*	?
Cc1cccc(N(Cc2ccccc2)C(=O)CCl)c1	/	0%	-9%	-7.5%	0.6%	-6%	1%	-20%	6%
Cc1cc(C)c(S(=O)(=O)NCCCN2CCOCC2)cc1Br	0.7%	-1%	-5%	-5.1%	2.1%	0%	1%	8%	2%
Cc1cc(OCc2nn[nH]n2)c2c(-c3ccccc3)cc(=O)oc2c1	-0.2%	-4%	0%	-11%	-3.1%	3%	1%	1%	15%	NS5 inhibitors pilot replicate=-2.4
Cc1onc(-c2c(F)cccc2Cl)c1C(=O)N(C)C1CCCCC1	1.1%	-11%	1%	/	-0.3%	7%	0%	5%	25%
Cn1c(=O)c2c(nc(SCC(=O)N3CCc4ccccc4C3)n2C)n(C)c1=O	-0.1%	-9%	-4%	-6.2%	-2.9%	7%	3%	1%	14%
Cc1ccc(NC(=O)CCC(=O)OC(C)C(=O)c2ccccc2)cc1 (configuration not stated)	1.0%	-1%	-4%	/	-0.7%	7%	3%	4%	8%
O=C(c1cnccn1)N(Cc1cccs1)C1(C(=O)NC2CCCC2)CCCCC1	4.5%	-6%	-6%	-2.9%	-1.6%	13%	3%	6%	-5%
Cc1ccc(C(=O)OCC(=O)NC(=O)c2cccn2C)cc1[N+](=O)[O-]	1.0%	-2%	-2%	/	-1.1%	32%	5%	7%	16%
Cc1cccc(C)c1NC(=S)NCCCN1CCCC1=O	0.9%	-5%	1%	-3.2%	-3.2%	2%	-4%	-7%	7%
CCOc1ccc(-c2nnc(NC(=O)Cc3cc(OC)c(OC)c(OC)c3)o2)cc1	1.1%	-9%	-4%	/	0.8%	-2%	-4%	8%	-3%
Cc1cc(C)cc(NC(=O)N2CCCN(c3ncccc3[N+](=O)[O-])CC2)c1	/	-10%	-6%	/	-0.9%	-3%	2%	4%	22%
CC(=O)N1CCN(C(=O)c2cc(=O)c3ccccc3o2)CC1	0.2%	-7%	6%	/	-0.5%	7%	6%	6%	0%
C=CCSc1n[nH]c(=O)n1-c1cccc(C(F)(F)F)c1	0.3%	-7%	-2%	/	2.1%	4%	2%	9%	14%
CC(Sc1nnc(C(F)(F)F)n1C)C(=O)NC(N)=O (configuration not stated)	0.7%	-7%	9%	-1.2%	-3.5%	35%	4%	-2%	0%
CC1CCCN(Cc2nc3c(c(=O)n(C)c(=O)n3C)n2CCc2ccccc2)C1 (configuration not stated)	1.2%	0%	-26%	-2.7%	0.6%	-1%	0%	11%	0%
CCOC(=O)Nc1cc(C(=O)OC)cc(C(=O)OC)c1	0.8%	-1%	-4%	1.3%	1.9%	4%	7%	-1%	0%
COc1ccc(CSc2nnnn2C)cc1F	2.5%	-6%	-13%	-7.0%	-0.2%	8%	-3%	7%	/
COc1cccc(NC(=O)COc2ccc3c(c2)CCC3)c1	1.2%	0%	-2%	-2.9%	0.9%	8%	6%	6%	24%

In the list so far, these have a Cl atom.
SMILES	RSV antiviral HEp-2	LYP inhibition	NS5 inhibitors	XIAP antagonists	HIV peptide binding	AID2073	SIAH1 antagonists	Rac1 GTP hydrolysis	Large T inhibition	others
O=C(Nc1ccccc1)Nc1nnc(/C=C/c2ccccc2Cl)s1	2.1%	16%	-2%	-0.8%	3.4%	13%	2%	1%	18%
O=C(OCC(=O)N1CCCC1=O)c1cc(Cl)ccc1O	-1.7%	/	4%	/	/	/	/	7%	35%
Cc1ccc(NC(=O)Cn2nc(-c3ccco3)ccc2=O)cc1Cl	1.7%	-4%	-5%	/	9.1%	11%	-3%	3%	13%
Cc1cccc(N(Cc2ccccc2)C(=O)CCl)c1	/	0%	-9%	-7.5%	0.6%	-6%	1%	-20%	6%
Cc1onc(-c2c(F)cccc2Cl)c1C(=O)N(C)C1CCCCC1	1.1%	-11%	1%	/	-0.3%	7%	0%	5%	25%

(listing goes on)
SMILES	RSV antiviral HEp-2	LYP inhibition	NS5 inhibitors	XIAP antagonists	HIV peptide binding	AID2073	SIAH1 antagonists	Rac1 GTP hydrolysis	Large T inhibition	others
Cc1c(C(=O)N2CCN(CCc3ccccc3)CC2)oc2ccccc12	0.3%	-5%	0%	-8.1%	-3.1%	-8%	-2%	1%	7%
Cc1oc(-c2cccc(Cl)c2)nc1CN1CCC(C(=O)NCCCN2CC(C)CC(C)C2)CC1 (configuration not stated)	1.3%	-9%	6%	/	-0.4%	4%	1%	14%	16%
CC(C)(C)c1cc(NC(=O)c2ccc(OC3CCCC3)cc2)no1	12%	1%	-3%	-1.4%	0.4%	6%	1%	3%	12%
CCCn1ncc(CN2CCC(n3nccc3NC(=O)CCc3ccccc3)CC2)c1C	3.4%	-8%	-2%	/	0.2%	4%	2%	13%	12%
CC(C)C1Oc2cc3oc(=O)ccc3cc2C1=O (configuration not stated)	2.4%	-4%	-17%	-3.0%	1.5%	10%	4%	-2%	3%
Fc1ccc(-c2ccnc(=S)[nH]2)cc1	0.2%	0%	-8%	-13%	-3.8%	6%	-2%	24%	13%
Cc1ccccc1C1NC(=S)NC2=C1C(=O)CC(C)(C)C2 (configuration not stated)	-1.0%	-4%	-4%	-2.5%	1.1%	-13%	7%	1%	13%
O=C1CC(c2ccccc2)C(=O)N1c1cccc(O)c1 (configuration not stated)	0.7%	-4%	-7%	-0.4%	-0.1%	-4%	0%	8%	2%
O=C(Nc1nccs1)c1ccc2nccnc2c1	2.2%	-6%	-8%	-1.3%	-2.8%	-4%	0%	11%	13%
